Source: PubChem BioAssay (several laboratories)
CSN inh: inhibitors of CSN-mediated cullin deneddylation, primary screen, biochemical, fluorescence polarization, uHTS; inhibition, % at 12.5 µM; 360,000 tested, 0.38% active; Purified CSN, SCF-Nedd8-OG deneddylation;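 active = pattern-corrected inhibition above about 35%, with an unprinted fluorescence ratio check between 0.5 and 1.5, limit read from the data, passing the limit was not always enough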;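 also: 0% = enzyme with substrate and 100% = substrate without enzyme; some results filed as inactive read as strong as hits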
Target sequence (Q92905 whole entry, looked up, one chain of several): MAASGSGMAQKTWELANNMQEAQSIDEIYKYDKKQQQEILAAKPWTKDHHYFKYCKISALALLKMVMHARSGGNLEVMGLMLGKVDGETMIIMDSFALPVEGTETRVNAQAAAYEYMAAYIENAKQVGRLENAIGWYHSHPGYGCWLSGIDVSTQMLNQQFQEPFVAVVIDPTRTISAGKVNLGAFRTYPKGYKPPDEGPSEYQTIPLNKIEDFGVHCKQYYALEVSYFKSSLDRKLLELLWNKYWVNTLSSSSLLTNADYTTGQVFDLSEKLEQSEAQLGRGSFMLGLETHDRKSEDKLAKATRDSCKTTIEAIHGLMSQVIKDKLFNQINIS
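Material: purified human Csn5 enzyme expressed in HEK293T cells / Medium: Tris buffer pH 7.5, NaCl, DTT, Tween-20, trehalose, ovalbumin / Compound dosing: 12.5 µM single point / Schedule: 90 min incubation of compound, enzyme and substrate at room temperature / Signal: fluorescence polarization of the substrate / Control set: no-enzyme wells high, enzyme-with-substrate wells low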
STEP block: STEP phosphatase inhibitors, primary screen, biochemical, fluorescence intensity, uHTS | inhibition, % at 20 µM | recombinant STEP, OMFP fluorogenic substrate | 360,000 tested, 0.25% active;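 active = inhibition at 20 µM, scaled per plate between control wells, above about 37%, limit read from the data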;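 also: 0% = DMSO with enzyme and substrate and 100% = substrate only without enzyme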
Target sequence (P54829 whole entry, looked up): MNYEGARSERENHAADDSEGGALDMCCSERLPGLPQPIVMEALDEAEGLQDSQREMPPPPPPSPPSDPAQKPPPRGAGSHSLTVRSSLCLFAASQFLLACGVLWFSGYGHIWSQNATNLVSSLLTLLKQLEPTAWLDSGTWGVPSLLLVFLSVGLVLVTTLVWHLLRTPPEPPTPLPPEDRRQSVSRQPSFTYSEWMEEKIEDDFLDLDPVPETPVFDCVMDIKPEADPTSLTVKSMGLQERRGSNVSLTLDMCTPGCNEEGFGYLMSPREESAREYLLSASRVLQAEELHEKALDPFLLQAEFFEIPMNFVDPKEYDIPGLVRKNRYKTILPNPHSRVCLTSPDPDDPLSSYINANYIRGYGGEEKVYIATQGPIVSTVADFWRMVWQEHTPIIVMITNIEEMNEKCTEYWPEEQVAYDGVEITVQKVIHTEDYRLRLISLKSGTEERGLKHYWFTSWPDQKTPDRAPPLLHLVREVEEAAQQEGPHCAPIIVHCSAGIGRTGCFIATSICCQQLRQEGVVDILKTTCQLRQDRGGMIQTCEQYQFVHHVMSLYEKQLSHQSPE
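Measure: Control-normalized % inhibition with plate pattern correction | Test system: STEP phosphatase, cell-free reaction | Medium: pH 6.0 Bis-Tris with DTT and Tween 20 | Technique: Fluorescence, 480/540 nm | Times: Reaction 20 min, ambient temperature | Doses: Single compound dose of 20 µM, 1% DMSO final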
TbMetRS inhib: T. brucei MetRS inhibitors, primary screen, biochemical, luminescence | purified T. brucei MetRS, ATP depletion, Kinase-Glo luminescence | 360,000 tested, 0.4% active | AID 624268, 2012 | inhibition, % at 11.9 µM;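 active = inhibition above a per-plate cutoff of the control wells' mean inhibition plus 3 SD, cut at about 5.5% in these data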;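 also: 0% = DMSO wells median and 100% = median of wells with control inhibitor compound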
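Test system: purified T. brucei MetRS enzyme. Also added: ATP, methionine and E. coli bulk tRNA substrates. Compound: 11.9 µM single point. Schedule: 15 min enzyme-compound preincubation, 2 h reaction, 10 min detection, 25 °C. Signal: luciferase luminescence of residual ATP, Kinase-Glo. Evaluation: percent inhibition versus plate control medians. Controls: DMSO wells, low control.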
Rpn11 block: Rpn11 (PSMD14) deubiquitinase inhibitors, primary screen, biochemical, fluorescence polarization, uHTS | 26S proteasome non-ATPase regulatory subunit 14 (Homo sapiens), O00487 | human 26S proteasome, Ub4-pepOG fluorescence polarization; 20S core pre-blocked with epoxomicin | calls only at 20 µM | 360,000 tested, 0.59% active | AID 588493, 2011;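 active = inhibition at 20 µM, scaled to each plate's controls, above about 33%, limit read from the data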
MLLE-PAM2 inh: inhibitors of PABP1 MLLE–PAM2 peptide binding, primary screen, biochemical, fluorescence polarization, FITC-PAM2, GST-MLLE; Polyadenylate-binding protein 1 (Homo sapiens), P11940; inhibition, % at 20 µM; 360,000 tested, 0.36% active; in the data active = inhibition above about 35%, passing the limit was not always enough;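 also: plate controls were DMSO wells with GST-MLLE for no effect and wells lacking GST-MLLE protein for full effect; some results filed as inactive read as strong as hits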
NadD block: inhibitors of S. aureus NadD, primary screen, biochemical, colorimetric, uHTS; purified NadD enzyme, colorimetric absorbance read-out; 360,000 tested, 0.78% active; inhibition, % at 20 µM; Nicotinate-nucleotide adenylyltransferase NadD (Staphylococcus aureus N315); in the data active = inhibition above about 26%; also: some compounds past the cut are filed as inactive
LMPTP block: LMPTP phosphatase inhibitors, primary screen, biochemical, fluorescence intensity, uHTS. AID 651560, 2012. inhibition, % at 20 µM. recombinant LMPTP-A, OMFP fluorogenic substrate. Low molecular weight phosphotyrosine protein phosphatase (Homo sapiens), P24666. 360,000 tested, 0.22% active;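 active = compounds that cut the enzyme signal by at least half of the control window in the single-dose screen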;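 also: plate controls were DMSO wells with enzyme plus substrate for no effect and substrate without enzyme for full effect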
Target sequence (P24666 whole entry, looked up): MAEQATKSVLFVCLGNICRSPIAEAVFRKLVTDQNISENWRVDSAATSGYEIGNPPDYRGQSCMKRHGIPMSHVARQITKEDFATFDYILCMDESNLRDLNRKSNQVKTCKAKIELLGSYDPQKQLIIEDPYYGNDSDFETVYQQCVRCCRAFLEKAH
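Test system: LMPTP-A phosphatase enzyme; input: 0.625 nM LMPTP-A final; reagent: OMFP substrate, 400 µM final; compound dosing: 20 µM single dose, 3% DMSO; incubation: 50 min dark incubation at room temperature; measured by: endpoint fluorescence intensity from OMFP dephosphorylation; measure: % inhibition relative to no-enzyme and uninhibited control wells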
Scp-1 inhibitor: Scp-1 phosphatase inhibitors, primary screen, biochemical, colorimetric, uHTS; Carboxy-terminal domain RNA polymerase II polypeptide A small phosphatase 1 (Homo …; Recombinant Scp1, phosphopeptide, malachite green phosphate absorbance; 340,000 tested, 0.88% active; AID 493091, 2011; inhibition, % at 20 µM;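 active = inhibition above about 50% at 20 µM, limit read from the data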;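 also: plate controls were DMSO wells with enzyme for no effect and wells lacking enzyme for full effect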
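Test system – truncated SCP-1 phosphatase (76-261aa) · Reagent – Phosphorylated 17-residue peptide substrate · Incubation – 45 min room-temperature reaction, 5 min colour, 30 min stabiliser · Detection – colorimetric phosphate reagent with accelerator and stabiliser, absorbance at 630 nm · Measure – % inhibition at 20 µM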
DNMT1 inh: human DNMT1 methyltransferase inhibitors, primary screen, biochemical, molecular beacon, fluorescence, HinP1I cleavage, uHTS. DNA (cytosine-5)-methyltransferase 1 (Homo sapiens), P26358. inhibition (reported as % activation of signal), % at 10 µM. 360,000 tested, 0.83% active; in the data active = inhibition above about 50%
SUMO1 PPI mod: modulators of SUMO1 protein-protein interactions, primary screen, biochemical, uHTS. AID 602429, 2012. 360,000 tested, 0.33% active. inhibition, % at 20 µM. Small ubiquitin-related modifier 1 (Homo sapiens), P63165. SUMO1 binding to a labelled peptide, TR-FRET, 1 h; in the data active = inhibition above about 37%
* marks the source's active call; other numbers are inactive results; i = inactive; / = not tested or not shown. Rows are unselected; any-hit rate near 3.6%.

The opening two records, to show the layout:
SMILES	CSN inh	STEP block	TbMetRS inhib	Rpn11 block	MLLE-PAM2 inh	NadD block	LMPTP block	Scp-1 inhibitor	DNMT1 inh	SUMO1 PPI mod
OC(CSc1ccccc1)CN1CCN(c2cccc(Cl)c2)CC1 (stereo not drawn)	-1.4	-4.6	-0.3	i	25.5	-4.4	-0.5	0.5	4.0	1.9
NC(=O)c1nnn(-c2cccc(C(F)(F)F)c2)c1-c1ccccc1	-2.7	2.3	-0.1	i	-0.3	-0.2	0.0	-5.1	5.5	4.1

Main list, from the start:
SMILES	CSN inh	STEP block	TbMetRS inhib	Rpn11 block	MLLE-PAM2 inh	NadD block	LMPTP block	Scp-1 inhibitor	DNMT1 inh	SUMO1 PPI mod
OC(CSc1ccccc1)CN1CCN(c2cccc(Cl)c2)CC1 (stereo not drawn)	-1.4	-4.6	-0.3	i	25.5	-4.4	-0.5	0.5	4.0	1.9
NC(=O)c1nnn(-c2cccc(C(F)(F)F)c2)c1-c1ccccc1	-2.7	2.3	-0.1	i	-0.3	-0.2	0.0	-5.1	5.5	4.1
CCC1(c2ccc(Cl)cc2)NC(=O)N(Cc2ccc(C(=O)OC)cc2)C1=O (stereo not drawn)	-5.1	-0.8	-0.1	i	-6.0	-1.7	1.5	-13.8	-1.2	-1.3
COc1ccc(OCC(=O)Nc2cc(OC)cc(OC)c2)cc1	-4.1	0.9	-0.3	i	24.6	-0.9	0.0	-10.5	2.1	2.1
NC(=O)COc1ccc(C23CC4CC(CC(C4)C2)C3)cc1	-1.1	3.1	-0.7	i	-7.7	-5.8	1.4	-8.1	-0.6	-2.2
Cc1ccc(C(=O)OCC(=O)NCc2ccc3c(c2)OCO3)o1	5.3	-1.3	-0.2	i	-24.7	3.2	2.2	-5.0	-1.9	-0.5
COc1cccc(C=O)c1OCCCOc1cccc2cccnc12	1.9	-1.5	0.8	i	0.9	4.3	1.8	-4.7	-1.6	-3.2
CSc1ccc(OC2(C)CCN(Cc3ccccc3)C2)cc1 (stereo not drawn)	-0.9	-2.9	-0.2	i	3.6	-9.4	0.7	/	-4.7	-4.3
Cc1cnc(NC(=O)Nc2ccccc2)c(C)n1	1.1	-1.6	-0.4	i	4.8	0.2	-1.7	-12.8	0.5	2.4
O=C(COC(=O)C1CC1)Nc1nc(-c2ccc(F)c(F)c2)cs1	-0.7	0.3	-0.5	i	-8.0	-2.1	-0.3	-1.1	1.2	0.5
COc1cc(C(=O)N/N=C/c2coc3ccccc3c2=O)cc(OC)c1OC	4.8	0.0	0.4	i	9.1	1.0	-0.9	-13.1	1.1	-6.7
CCN(CC)C(=O)CC(c1cc(OC)c(OC)c(OC)c1)c1c(O)cc(OC)cc1OC (stereo not drawn)	2.5	1.8	-0.4	i	4.8	-1.8	-1.2	-5.6	4.0	-0.1
CC(C)N1CN=C(Nc2nc3ccccc3o2)NC1	-4.4	1.0	-0.9	i	5.9	-5.5	-0.3	-7.1	2.5	-0.8
O=C(CSc1nc2c(sc3ccccc32)c(=O)n1CCCN1CCCC1)NCc1ccco1	2.5	-3.0	-0.2	i	9.1	0.3	15.3	-11.2	0.2	-1.7
Cc1ccc(S(=O)(=O)NCCC(=O)NC2CCC(C)CC2)cc1 (stereo not drawn)	3.2	0.4	0.0	i	1.5	-1.1	-0.5	-4.9	-1.1	0.2
CC(C)P(=O)(Cc1cccc(C#N)c1)C(C)C	3.0	-2.6	-0.4	i	5.5	6.0	-0.9	-2.5	3.1	-0.6
Cc1ccc(N=Nc2c(N)n[nH]c2N)cc1	4.9	-3.6	-0.6	i	-6.2	-1.3	-1.4	1.4	-11.5	-15.4
O=C(Nn1c(-c2ccc(F)cc2)nc2ccccc2c1=O)C1CCCCC1	-2.8	0.2	-0.3	i	13.5	1.5	0.5	-3.0	-1.9	1.0
COc1ccc(N2C(=O)C3CCCCC3C2=O)cc1NC(=O)c1ccccc1 (stereo not drawn)	3.5	6.8	0.1	i	9.2	6.2	-1.1	-4.7	1.4	1.0
COc1cc(-c2nnc3sc(-c4ccco4)nn23)cc(OC)c1OC	-1.7	3.2	-0.6	i	5.5	2.4	1.7	3.4	-4.7	6.7
CN(C)S(=O)(=O)N(CC(=O)NCc1ccccc1)c1ccccc1	4.0	0.8	-0.8	i	2.7	-1.9	-1.3	1.5	2.4	-1.2
Cc1cc(C)n(CCNC(=O)[C@H]2O[C@@H](n3ccc(=O)[nH]c3=O)[C@H](O)[C@@H]2O)n1	1.2	-0.5	-0.6	i	10.0	-3.1	-0.6	/	5.3	0.6
Nc1nc(SCC(=O)Nc2ccccc2)nc2nc3c(cc12)CCCC3	-2.0	-0.3	-1.6	i	-18.2	11.0	-0.4	-1.0	-2.3	8.3
Cc1cccc(NNC(N)=S)c1	4.2	5.3	-0.1	i	-92.5	3.1	0.2	6.2	-1.5	-0.5

Reprinted at random: 2 entries already listed
SMILES	CSN inh	STEP block	TbMetRS inhib	Rpn11 block	MLLE-PAM2 inh	NadD block	LMPTP block	Scp-1 inhibitor	DNMT1 inh	SUMO1 PPI mod
O=C(Nn1c(-c2ccc(F)cc2)nc2ccccc2c1=O)C1CCCCC1	-2.8	0.2	-0.3	i	13.5	1.5	0.5	-3.0	-1.9	1.0
CN(C)S(=O)(=O)N(CC(=O)NCc1ccccc1)c1ccccc1	4.0	0.8	-0.8	i	2.7	-1.9	-1.3	1.5	2.4	-1.2

(continued)
SMILES	CSN inh	STEP block	TbMetRS inhib	Rpn11 block	MLLE-PAM2 inh	NadD block	LMPTP block	Scp-1 inhibitor	DNMT1 inh	SUMO1 PPI mod
CC(Cc1ccccc1)NC(=S)CN1CCCC1=S (stereo not drawn)	3.9	2.7	-0.2	i	24.0	-4.1	-1.0	-3.8	0.5	3.4
C=CCC1CCCCC12NC(=O)NC2=O (stereo not drawn)	-2.1	2.0	0.2	i	-9.5	0.2	-0.7	-0.3	2.0	-2.8
COCC(COCCCNC(=O)Nc1ccc(Br)cc1)OC (stereo not drawn)	-2.2	0.6	0.7	i	12.7	3.0	0.1	2.6	0.3	1.9
Cc1cccc(C(=O)NNC(=O)c2ccc(-c3ccccc3)cc2)c1	5.0	11.0	-0.5	i	3.3	-3.0	42.6	70.0*	40.7	5.0
O=C(Cc1ccc(NC(=O)C2CCCN(C(=O)C3CCCC3)C2)cc1)Nc1ccc(C(=O)N2CCOCC2)cc1 (stereo not drawn)	5.3	-1.1	0.1	i	-3.9	1.9	-0.8	-0.1	3.0	2.7
CCOc1ccc2nc(N(CCN(CC)CC)C(=O)c3ccc([N+](=O)[O-])cc3)sc2c1	3.0	2.1	-0.1	i	5.4	-4.5	-0.7	-2.9	41.5	-21.9
Cc1cc(C)c(C)c(S(=O)(=O)NCc2ccc(C(=O)N3CCOCC3)cc2)c1C	-4.1	1.8	-0.4	i	5.9	0.3	0.2	-4.5	0.9	-7.9
c1ccc2c(c1)nc(NC1CCCCC1)c1nncn12	5.5	-0.1	-0.3	i	-6.0	-0.6	0.7	-6.0	0.0	-1.1
Cc1ccc(S(=O)(=O)N2CCOCC2)cc1NC(=O)C(c1ccc(Cl)cc1)C(C)C (stereo not drawn)	3.4	-2.1	-0.4	i	12.6	-8.4	0.9	-2.0	1.9	2.6
COC(=O)CCC/C=C1/SCC(NC(=O)c2ccccc2)C1NC(C)=O (stereo not drawn)	-9.4	2.0	-0.5	i	3.5	-5.6	0.4	-5.4	-2.5	3.2
COc1ccc(CCN2C(=O)c3ccccc3C2c2nnnn2C(C)C)cc1OC (stereo not drawn)	-3.0	/	-0.8	/	/	0.0	-1.3	/	/	-2.5
Cc1ccc(C(=O)Nc2ccc(S(=O)(=O)N3CCOCC3)cc2)cc1C	0.7	-0.7	-0.9	i	-2.5	-8.8	-2.3	0.4	-3.4	-1.5
O=C(CNc1ccc2c(c1)OCO2)N/N=C\c1ccccc1Cl	-3.6	-2.7	-0.1	i	12.5	17.1	2.6	-4.4	-11.6	50.8*
Cc1ccc(-n2nc(C(=O)NCc3ccc(C)o3)c3c4ccccc4n(C)c3c2=O)cc1	-3.8	0.9	-0.3	i	-2.7	21.1	1.8	-6.0	11.2	-1.9
O=C(N1CCN(c2ccccc2F)CC1)C12CC3CC(CC(C3)C1)C2	-4.3	-0.1	0.2	i	-5.7	-2.5	0.4	-2.2	0.0	-1.4
CNS(=O)(=O)c1cccc(C(=O)OCC(=O)N2CC(C)OC(C)C2)c1 (stereo not drawn)	2.3	0.3	-0.1	i	11.7	0.6	0.3	-0.8	1.1	1.1
COc1ccc(C(=O)NCC(=O)OCC(=O)c2c(C)[nH]c3ccccc23)cc1OC	1.6	-3.0	0.7	i	-13.4	-0.5	0.6	-3.8	7.4	-2.1
Cc1ccccc1CNC(=O)C(=O)NCC1CCCN1S(=O)(=O)c1cccs1 (stereo not drawn)	1.8	-0.6	0.0	i	-6.0	-2.4	1.2	-3.4	1.1	-1.8
CC(C)(C)c1ccc(C(=O)CCC(=O)OCC(=O)NCCc2ccc(S(N)(=O)=O)cc2)cc1	-3.4	-2.3	0.1	i	-19.4	3.9	0.9	-6.1	-4.4	2.9
Cc1ccccc1CC(=O)Nc1ccc2c(c1)c(=O)n(C)n2-c1ccccc1F	3.5	2.1	-0.1	i	-3.5	5.7	0.4	/	-1.9	6.2
CCN(CCNC(=O)C1CCCN(c2ncnc3c2nc2n3CCCCC2)C1)Cc1ccccc1 (stereo not drawn)	-2.9	-1.2	0.0	i	-1.9	2.1	0.4	-4.3	0.2	-2.0
